Compound activity: PubChem BioAssay, Broad Institute
LGR2 antag: Drosophila LGR2 receptor signaling inhibition. HEK293 LGR2, CRE-luciferase, bursicon-stimulated, 4 h. inhibition, % at 9.99 µM. 0.35% of 380,000 active;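 active means drop in luminescence signal, shown as inhibition above about 50% in the replicate tests, limit read from the data, passing the limit was not always enough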;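 further: agonist challenge used bursicon conditioned medium at about half maximal strength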
ERAP1 inh: ERAP1 (human) enzyme inhibition | inhibition, % at 10.7 µM | recombinant ERAP1, Leu-AMC fluorescence, 60 min | 0.15% of 340,000 active | AID 652197 | Q9NZ08;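 active means mean replicate inhibition of at least 30%, or all replicates individually reaching that 30% level; inactive means mean below 30% and not every replicate reaching it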;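 further: 0% = neutral control wells and 100% = L-leucinethiol positive control wells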
Target sequence (Q9NZ08 whole entry, looked up): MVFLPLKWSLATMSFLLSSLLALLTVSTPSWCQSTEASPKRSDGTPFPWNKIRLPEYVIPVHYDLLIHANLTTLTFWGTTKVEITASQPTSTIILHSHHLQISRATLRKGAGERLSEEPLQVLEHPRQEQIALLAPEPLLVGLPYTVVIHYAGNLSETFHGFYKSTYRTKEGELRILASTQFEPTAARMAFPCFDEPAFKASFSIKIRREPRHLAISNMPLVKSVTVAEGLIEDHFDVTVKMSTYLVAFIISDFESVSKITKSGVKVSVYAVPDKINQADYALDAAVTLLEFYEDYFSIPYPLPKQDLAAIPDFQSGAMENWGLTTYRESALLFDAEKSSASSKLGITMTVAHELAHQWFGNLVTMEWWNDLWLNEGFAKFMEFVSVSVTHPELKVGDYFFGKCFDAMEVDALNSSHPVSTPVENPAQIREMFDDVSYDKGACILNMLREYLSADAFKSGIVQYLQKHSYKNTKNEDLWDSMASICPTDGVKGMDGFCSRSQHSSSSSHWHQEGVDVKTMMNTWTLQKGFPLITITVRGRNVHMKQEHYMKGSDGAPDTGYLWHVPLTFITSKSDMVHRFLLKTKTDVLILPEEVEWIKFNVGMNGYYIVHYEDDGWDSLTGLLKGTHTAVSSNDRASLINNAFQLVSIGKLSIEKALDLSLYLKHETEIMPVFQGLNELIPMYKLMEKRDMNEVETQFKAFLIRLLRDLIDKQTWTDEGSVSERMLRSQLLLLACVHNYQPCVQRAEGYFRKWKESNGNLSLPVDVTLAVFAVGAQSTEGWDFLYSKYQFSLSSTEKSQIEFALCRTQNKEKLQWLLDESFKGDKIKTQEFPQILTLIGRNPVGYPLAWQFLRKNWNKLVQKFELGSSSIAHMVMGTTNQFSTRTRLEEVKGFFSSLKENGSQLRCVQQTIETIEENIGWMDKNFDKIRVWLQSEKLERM
PAX8 reporter: lowers PAX8-driven luciferase in RMG-I cells; 1.2% of 360,000 active; AID 652154; inhibition, % at 12.6 µM; RMG-I TPO-luciferase reporter, SteadyGlo, 24 h;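 active means mean replicate inhibition at least 60% with every replicate also reaching 60%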;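 further: luciferase light reporting Pax8 driven TPO promoter activity; plate controls were median of neutral control wells for no effect and mitoxantrone controls for full effect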
PglD inh: PglD (C. jejuni) enzyme inhibition. purified PglD enzyme, DTNB colorimetric CoA detection. inhibition, % at 12.5 µM. 0.098% of 360,000 active. AID 602405; in the data active means inhibition above about 16%, passing the limit was not always enough; further: strong numbers were not always called active
PGC1a acetyl inh: modulators of PGC1a acetylation; U2OS PGC1a acetylation, AlphaScreen anti-acetyl-lysine; with virally co-expressed GCN5 acetyltransferase; inhibition, % at 15.6 µM; 0.17% of 350,000 active;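 active means every replicate shows inhibition of at least 40%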;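 further: 0% = neutral control wells and 100% = positive control wells; some results beyond the cut were filed as inactive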
EWS-Fli inh: blocks EWS/Fli oncoprotein-driven transcription; A673 NR0B1-luciferase reporter, viability-normalised; 0.67% of 350,000 active; inhibition, % at 12.6 µM;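 active means mean inhibition of at least 50% after viability correction, with every replicate also passing that limit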;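 further: firefly luciferase signal divided by Alamar Blue viability fluorescence both relative to DMSO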
FN deposit inh: fibronectin deposition inhibition; AH1F fibroblasts, Alexa488-fibronectin deposition fluorescence, overnight; inhibition, % at 12.6 µM; 0.086% of 350,000 active; AID 743247;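 active means mean inhibition across replicates of 30% or more, regardless of how many single replicates reach that level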;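 further: positive control wells lacked labelled fibronectin entirely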
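Schedule: 1 h cell adhesion before compound, then overnight fibronectin incubation; test system: AH1F fibroblast monolayer depositing Alexa488-labelled fibronectin into matrix; quantity: 10000 AH1F cells per well; probe or stimulus: fluorescent fibronectin at 24 nM final; signal: fluorescence, ex 485 nm, em 525 nm; evaluation: percent inhibition as loss of matrix-bound fibronectin fluorescence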
S100A4 MyoIIA: S100A4-myosin IIA interaction inhibition. S100A4/TAMRA-MyoIIA peptide fluorescence polarization. 0.14% of 360,000 active. inhibition, % at 10.7 µM. AID 652163. P26447;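 active means mean inhibition of at least 70% across replicates, with every replicate also reaching that level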
Target sequence (P26447 whole entry, looked up): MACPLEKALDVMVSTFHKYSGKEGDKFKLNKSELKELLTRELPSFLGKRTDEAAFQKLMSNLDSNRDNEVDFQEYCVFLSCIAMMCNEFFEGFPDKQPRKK
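Test system – S100A4 monomer (human) · Compound – single-point compound testing · Schedule – 5 min incubation before reading · Probe or stimulus – TAMRA-labelled myosin IIA heavy-chain peptide probe, 5 nM · Benchmarks – neutral control DMSO, positive control TFP · Medium – Calcium-containing HEPES buffer, pH 7.2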
Active calls of the source: *; / = no result given. Outcome played no part in choosing rows; about 2.1% have a hit in one of these screens.

Order of values – LGR2 antag, ERAP1 inh, PAX8 reporter, PglD inh, PGC1a acetyl inh, EWS-Fli inh, FN deposit inh, S100A4 MyoIIA
1. CCC(=O)N1CCc2cc(Br)cc(S(=O)(=O)NC3CCN(Cc4ccccc4)CC3)c21
 : 5.6, -0.8, 3.5, -2.5, -12.3, -5.4, 2.8, 3.1
2. O=C(O)/C=C/C(=O)Nc1ccc(Cl)cc1C(=O)c1ccccc1
 : -17.2, 1.9, 19.0, 0.6, -12.7, -7.1, 3.0, -3.8
3. COc1ccc(NC(=O)NCc2ccccn2)cc1OC
 : /, /, -25.4, -5.5, -2.2, /, -2.9, /
4. CCC1=NN2C(=N)/C(=C/c3cc(C)n(Cc4ccccc4)c3C)C(=O)N=C2S1
 : 2.0, /, 10.3, /, /, -0.1, -15.6, -0.3
5. CC(OC(=O)c1ccccc1NCCO)C(=O)NC1CCCCC1C (stereo unspecified)
 : -15.4, -2.2, -7.3, 6.4, -4.7, 2.7, 9.3, -5.4
6. NS(=O)(=O)c1ccc(CNC(=O)C(Cc2ccccc2)NS(=O)(=O)c2ccccc2F)cc1 (stereo unspecified)
 : -5.5, 0.4, 12.6, /, /, -1.3, 1.7, -1.1
7. CCCCC1=CC2=CC(=O)C(C)(OC(=O)CC)C(=O)C2=CO1 (stereo unspecified)
 : 12.2, 0.5, 15.2, 3.7, 2.9, -1.8, -15.6, -26.0
8. C[C@H](CO)N1C[C@H](C)[C@@H](CN(C)CC2CC2)Oc2c(NC(=O)NC3CCCCC3)cccc2C1=O
 : 1.5, 3.2, 10.6, -0.7, 3.3, -14.0, /, 7.0
9. N#CCSc1nc(-c2ccccc2)c2cc(Cl)ccc2n1
 : -10.7, /, 13.8, 6.1, -3.2, /, 0.3, /
10. c1ccc(-c2cnc(CN3CCN(c4ccccc4)CC3)o2)cc1
 : -1.8, -0.9, -14.8, 1.1, 0.4, -2.5, 6.7, -0.2
11. O=C(CN1C(=O)C2CCCCC2C1=O)N1CCN(c2ccc(F)cc2)CC1 (stereo unspecified)
 : -30.4, -4.1, 7.5, /, /, -2.6, 1.1, -6.8
12. COc1cccc(C#Cc2ccc3c(c2)O[C@H](CN(C)C(=O)c2ccccn2)[C@H](C)CN([C@H](C)CO)S3(=O)=O)c1
 : -2.0, -1.9, 2.0, -1.5, -0.8, 16.3, /, 6.4
13. O=C(NC(=S)NCc1ccccc1Cl)c1cccs1
 : 12.0, 1.4, 5.2, -1.8, 0.2, 4.2, 9.1, -1.6
14. C[C@H](NC(=O)C1CC(=O)N(c2ccc3c(c2)OCCO3)C1)C(=O)N1CCC(C(=O)O)CC1 (stereo partly specified)
 : -4.0, -4.5, -8.8, /, -3.7, /, 2.7, -2.0
15. N#C/C(=C\c1ccc(N2CCOCC2)o1)C(=O)NCCc1ccccc1
 : 1.1, -1.1, -19.8, /, 3.2, -26.0, 0.5, 1.3
16. CCOC(=O)CSc1nnc(CNC(=O)c2ccc(S(=O)(=O)N(C)C)cc2)n1C
 : 8.5, 0.3, -9.6, /, 9.6, 5.3, 6.0, -2.9
17. COc1ccc(-n2c(C)nn(CCOc3ccccc3)c2=O)cc1
 : -46.6, 0.9, -70.5, /, 4.2, -46.1, /, -4.6
18. CN(C)CC(=O)N1[C@H](CO)[C@@H](c2ccccc2)C12CN(C(=O)c1ccc(F)cc1)C2
 : -10.0, 0.8, -14.2, /, -9.7, -1.1, 0.5, -10.4
19. Cc1noc(C)c1NC(=O)Nc1ccc2c(c1)C(=O)N([C@@H](C)CO)C[C@H](C)[C@@H](CN(C)CC1CCCCC1)OCCCC[C@H](C)O2
 : 0.6, 0.0, /, 0.1, -0.9, 3.0, /, 5.0
20. Cc1ccccc1Nc1cc(C(=O)NCC2CCCO2)c2ccccc2n1 (stereo unspecified)
 : -5.2, 7.4, 3.2, -0.8, -4.9, 8.4, -1.4, -2.5

Order of values – LGR2 antag, ERAP1 inh, PAX8 reporter, PglD inh, PGC1a acetyl inh, EWS-Fli inh, FN deposit inh, S100A4 MyoIIA
21. CC1(C)CC2(CC(c3ccccc3F)c3cc(Cl)c(O)cc3O2)NC(=S)N1 (stereo unspecified)
 : -13.9, 0.6, 11.5, /, -7.1, 8.2, -2.3, -0.6
22. Cc1ccc(NC(=O)CN2C(=O)c3ccccc3C2=O)nc1
 : 4.9, -3.9, -22.3, /, -0.8, 4.1, 3.4, 7.0
23. Nc1cccc(C(=O)c2ccccc2C(=O)O)c1
 : -17.4, -1.3, -9.6, -2.5, 2.8, -9.0, -4.8, -3.8
24. O=C(Cn1nnc(N2CCOCC2)n1)NN=Cc1ccccc1Cl
 : -1.0, -1.7, -25.7, /, /, -5.0, 7.1, -10.2
25. Cc1nnc(SCC(=O)Nc2nc(-c3ccc(F)cc3)cs2)[nH]c1=O
 : /, 1.8, -29.7, /, -9.9, -15.8, 3.8, -12.9
26. N#Cc1ccccc1S(=O)(=O)N1CCN(C(=O)c2cc(=O)[nH]c3ccccc23)CC1
 : 6.7, -0.5, 1.2, 3.2, 10.0, -2.8, 2.5, 4.5
27. CN(C)C(=O)c1cccc(-c2cccc(-c3nc(C(=O)NCc4ccccc4)cc4c3[C@H](CCO)N([S@@](=O)C(C)(C)C)C4)c2)c1
 : -26.5, -2.9, 26.8, -1.5, 6.9, 11.8, 9.9, -1.2
28. COc1cccc(-c2ccc3c(c2)[C@@H]2[C@@H](CCN2C(=O)C2CCC2)[C@@H](CO)N3)c1
 : -38.3, /, -8.9, -2.4, -7.4, -0.3, 6.3, /
29. COCc1cn(CC[C@@H]2CC[C@@H](NC(=O)c3ccccc3)[C@@H](CO)O2)nn1
 : 24.1, -0.6, -16.9, 1.2, 2.9, 4.8, /, -14.3
30. Nc1nn(-c2ccccc2)c(N)c1N=Nc1ccccc1
 : -99.0, /, -71.7, -17.3, -5.1, /, 19.5, /
31. C[C@H]1CN([C@@H](C)CO)S(=O)(=O)c2ccc(-c3ccccc3F)cc2O[C@H]1CN(C)S(C)(=O)=O
 : 9.0, -1.9, /, 0.7, 6.7, -0.9, -0.4, 6.9
32. CC(C)NC(=O)CCCN1C(=O)c2ccccc2Sc2ncccc21
 : 1.2, -5.8, -7.9, 7.7, /, -0.5, 4.3, -6.6
33. CN1C(=O)c2cc(NS(C)(=O)=O)ccc2OC[C@@H]2O[C@H](CC(=O)N3CCOCC3)CC[C@H]21
 : -11.9, -1.9, 3.1, -2.7, /, 3.4, -6.6, -2.8
34. C[C@@H]1CN([C@@H](C)CO)C(=O)c2cccc(NS(=O)(=O)c3cn(C)cn3)c2O[C@H]1CN(C)C(=O)Nc1cccc2ccccc12
 : 9.8, -1.5, /, 2.0, -14.4, 30.0, -4.5, 1.8
35. CN(CC(=O)NCC1CCCCC1)CC(=O)Nc1ccc(F)cc1
 : -8.4, 4.8, 10.8, -4.3, -1.9, 8.0, 2.1, -3.1
36. CC(=O)Nc1cccc(NC(=O)c2cc([N+](=O)[O-])ccc2N2CCCCC2)c1
 : 17.1, 0.8, 1.3, -1.9, 0.0, 11.9, -11.1, -1.3
37. COc1ccc(S(=O)(=O)N(C)C[C@H]2Oc3c(cccc3N(C)C)C(=O)N([C@@H](C)CO)C[C@H]2C)cc1
 : 12.6, 2.9, -7.5, 13.7, -6.2, /, 1.0, 0.6
38. CC(C)NC(=O)Nc1ccc2c(c1)C(=O)N([C@@H](C)CO)C[C@@H](C)[C@@H](CN(C)C(=O)CCC(F)(F)F)OCCCC[C@@H](C)O2
 : 7.1, 0.3, 9.7, -5.2, 5.7, /, 0.7, 7.3
39. CC1(C)CC(=O)C2=C(C1)OC(N)=C(C#N)C2C#Cc1ccccc1 (stereo unspecified)
 : /, /, 11.6, -4.5, 7.8, /, 5.5, /
40. CCCCNC(=O)Cn1nc(C)c(S(=O)(=O)N2CCOCC2)c1C
 : -12.9, 1.9, -12.8, -0.4, 9.9, -0.6, 9.3, 8.1

Order of values – LGR2 antag, ERAP1 inh, PAX8 reporter, PglD inh, PGC1a acetyl inh, EWS-Fli inh, FN deposit inh, S100A4 MyoIIA
41. O=C(COc1ccc2c(c1)OCO2)NCc1cccs1
 : -6.7, 1.1, -22.2, 0.6, 6.0, -16.7, /, 1.3
42. CCCOc1ccc(N2C(=O)C3ON(c4ccccc4)C(CCC)C3C2=O)cc1 (stereo unspecified)
 : /, /, -13.6, -0.2, 9.8, /, -6.8, /
43. O=C(CSc1nccn1Cc1ccco1)Nc1ccccc1F
 : 4.7, -3.2, -9.3, -4.4, /, /, /, 0.4
44. Cc1ccc(C(=O)Nc2ccccc2Oc2ccccc2)cc1[N+](=O)[O-]
 : /, /, 23.9, 3.1, -28.3, /, 5.0, /
45. Fc1ccc(Nc2nc(Oc3ccc4c(c3)OCO4)nc(N3CCOCC3)n2)c(F)c1
 : /, /, 14.0, -3.9, 2.7, /, -8.7, /
46. N#Cc1nc(-c2ccco2)oc1N1CCN(C(c2ccccc2)c2ccccc2)CC1
 : 5.2, -0.4, /, 1.0, -2.4, 12.2, /, -2.1
47. O=C(Nc1ccc2c(c1)OCCO2)c1c(F)cccc1F
 : -41.3, 0.0, /, -0.9, 0.9, -60.8, /, -2.8
48. O=C(Nc1ccccc1C(=O)NCCc1ccccc1)c1cnccn1
 : -20.6, 1.1, -78.8, 0.9, -6.0, 9.9, 0.0, -6.0
49. Cc1cc(Br)ccc1NC(=O)CN(C)C(=O)COc1cccc2c1OC(C)(C)C2
 : -2.4, 1.0, 16.7, 2.8, /, 8.1, /, 3.2
50. CO[C@@H]1CN(C)C(=O)c2cc(NC(=O)Nc3ccccc3)ccc2OC[C@H](C)N(C(C)=O)C[C@@H]1C
 : 10.9, 3.3, /, -1.3, -16.0, 6.8, 1.4, 4.3
51. COc1ccc(S(=O)(=O)Nc2ccc3c(c2)CC(=O)N([C@H](C)CO)C[C@@H](C)[C@H](CN(C)C(=O)Nc2ccc(F)cc2)O3)cc1
 : -0.2, /, -10.8, 6.9, 4.1, -8.6, /, /
52. CN1C(=O)c2cc(NC(=O)NCc3ccccc3)ccc2OC[C@H]2O[C@H](CC(=O)NCC3CCCCC3)CC[C@H]21
 : -18.3, 1.5, 3.9, -1.0, -10.0, 1.3, -9.8, 6.7
53. CCc1ccccc1NC(=O)c1ccc2snnc2c1
 : 3.6, 1.4, -2.3, -2.0, /, /, /, -2.0
54. O=C(c1ccc(NS(=O)(=O)c2cccs2)cc1)N1CCN(c2ccccc2Cl)CC1
 : 12.5, -2.4, 5.5, 5.3, -2.7, -5.1, /, -3.6
55. Cc1ccc(OCc2nnn(CC(=O)NS(=O)(=O)c3c(C)noc3C)c2-c2ccccc2)cc1
 : -0.7, -1.6, -15.4, -1.4, 7.8, 2.7, -8.5, -11.4

One compound at a time, as listed above.
Shown for O=C(c1ccc(NS(=O)(=O)c2cccs2)cc1)N1CCN(c2ccccc2Cl)CC1 → LGR2 antag = 12.5; ERAP1 inh = -2.4; PAX8 reporter = 5.5; PglD inh = 5.3; PGC1a acetyl inh = -2.7; EWS-Fli inh = -5.1; FN deposit inh = /; S100A4 MyoIIA = -3.6
Shown for COc1ccc(S(=O)(=O)Nc2ccc3c(c2)CC(=O)N([C@H](C)CO)C[C@@H](C)[C@H](CN(C)C(=O)Nc2ccc(F)cc2)O3)cc1 → LGR2 antag = -0.2; ERAP1 inh = /; PAX8 reporter = -10.8; PglD inh = 6.9; PGC1a acetyl inh = 4.1; EWS-Fli inh = -8.6; FN deposit inh = /; S100A4 MyoIIA = /
